# NCOA3 inh: SRC3 coactivator transcriptional activity inhibitors, primary screen, cell-based, luminescence. Nuclear receptor coactivator 3 (Homo sapiens), Q9Y6Q9. HEK293 GAL4-SRC3 luciferase reporter. inhibition, % at 3.6 µM. 360,000 tested, 0.17% active. AID 588352, 2011;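 active = inhibition above a per-campaign cutoff, the mean of all compounds plus 3 SD, cut at about 60% in these data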;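 note: 0% = DMSO-treated cells and 100% = gossypol-treated cells at 36 µM; higher means less SRC3-driven luciferase light from the GAL4 reporter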
# TROY NFkB inh: inhibitors of TROY-driven NF-kB signaling, primary screen, Q293 LMP1-TROYcd cells, NF-kB luciferase, uHTS. Q293 LMP1-TROYcd NF-kB luciferase reporter, 4 h. inhibition, % at 10 µM. 360,000 tested, 0.98% active;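 active = compounds whose plate-normalised and pattern-corrected inhibition of the luciferase reporter signal at the single screening dose is 50% or more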
# NCOA2 inhibitor: inhibition of GAL4-SRC2 driven luciferase reporter, primary screen, SRC2 inhibitor project, cell-based, luminescence | Nuclear receptor coactivator 2 (Homo sapiens), Q15596 | inhibition, % at 9 µM | 370,000 tested, 0.17% active | HEK293 GAL4-SRC2 luciferase reporter;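 active = inhibition above the mean inhibition of all tested compounds plus 3 SD, set per campaign, cut at about 52% in these data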;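 note: 0% = DMSO treated cells and 100% = cells given Gossypol at 36 µM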
# TWEAK Fn14 block: inhibitors of TWEAK-Fn14 signaling, primary screen, luciferase reporter cells, uHTS | TWEAK-stimulated Fn14 reporter cells, luciferase luminescence, 8 h | inhibition, % at 10 µM | 360,000 tested, 2% active; in the data active = inhibition above about 50%
# SRC1 inh: SRC1 coactivator transcriptional activity inhibitors, primary screen, cell-based, luminescence | 360,000 tested, 0.12% active | inhibition, % at 3.6 µM | HEK293 GAL4-SRC1 luciferase reporter | AID 588354, 2011;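 active = inhibition above the campaign mean plus 3 SD, with each screening campaign given its own cutoff, cut at about 60% in these data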;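 note: 0% = DMSO treated cells and 100% = gossypol at 36 µM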
# TRAIL sens C8: viability loss with TRAIL in NB7+C8 cells, primary screen, TRAIL sensitizer project, cell-based, ATPlite luminescence. inhibition (viability loss, TRAIL sensitization), % at 10 µM. 360,000 tested, 1% active. AID 624354, 2012;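 active = compounds causing at least 50% loss of cell viability in the single-dose screen, relative to plate controls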
# COUP-TFII inh: NR2F2 transcriptional activity inhibitors, primary screen, cell-based, luciferase reporter, HEK293T, luminescence. COUP transcription factor 2 (Homo sapiens), P24468. HEK293T NGFI-A luciferase reporter. inhibition, % at 8.6 µM. 370,000 tested, 0.7% active. AID 686940, 2013;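 active = inhibition above a per-plate cutoff, mean inhibition of test wells between control levels plus 3 SD, cut at about 38% in these data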;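 note: cells cotransfected with COUP-TFII expression vector driving the NGFI-A reporter; 0% = median of COUP-TF2 test wells and 100% = reporter-only cells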
# Target sequence (P24468 whole entry, looked up): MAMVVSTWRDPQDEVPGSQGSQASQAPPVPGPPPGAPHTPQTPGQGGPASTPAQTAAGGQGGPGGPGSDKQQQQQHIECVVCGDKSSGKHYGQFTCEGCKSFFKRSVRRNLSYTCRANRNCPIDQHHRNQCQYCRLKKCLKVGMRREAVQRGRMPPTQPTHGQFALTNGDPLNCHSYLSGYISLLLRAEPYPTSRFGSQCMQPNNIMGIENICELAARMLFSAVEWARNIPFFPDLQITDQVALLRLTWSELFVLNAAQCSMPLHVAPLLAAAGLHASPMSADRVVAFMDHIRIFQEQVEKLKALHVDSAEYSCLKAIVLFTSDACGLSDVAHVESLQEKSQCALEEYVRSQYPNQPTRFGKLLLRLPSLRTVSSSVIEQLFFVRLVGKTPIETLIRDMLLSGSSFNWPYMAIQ
# EBV LMP1 NFkB: EBV LMP1-driven NF-kappaB luciferase reporter inhibitors, primary screen, cell-based, luminescence, single point; LMP1-induced NF-kappaB luciferase reporter cells; inhibition, % at 12.5 µM; 350,000 tested, 0.69% active; AID 504558, 2011; in the data active = inhibition above about 41%;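 note: 0% = neutral control wells and 100% = reference inhibitor control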
# TLR9-MyD88 inh: inhibitors of TLR9-MyD88 association in cells, primary screen, cell-based, CHO, BLA complementation, fluorescence; Toll-like receptor 9 (Homo sapiens) + Myeloid differentiation primary response protein …; CCF4 FRET ratio; inhibition, % at 4.98 µM; 340,000 tested, 0.21% active; AID 504734, 2011;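 active = inhibition above the mean over all tested compounds plus 3 SD, cut at about 21% in these data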;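 note: 0% = DMSO only wells and 100% = clavulanate BLA inhibitor control wells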
# LRH-1 inv ag: LRH-1 (NR5A2) inverse agonists, primary screen, cell-based, luminescence, HEK293T, StAR-luciferase reporter | Nuclear receptor subfamily 5 group A member 2 (Homo sapiens), O00482 | LRH-1 transfected, 24 h | inhibition, % at 3.6 µM | 360,000 tested, 0.13% active;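 active = inhibition above the mean inhibition of all tested compounds plus 3 SD, cut at about 73% in these data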;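 note: 0% = DMSO wells and 100% = reporter-only cells lacking LRH-1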
# NOD2 RIPK2 PPI: NOD2-RIPK2 binding disruptors in cells, primary screen, fluorescence, CHO cells, BLA complementation; Receptor-interacting serine/threonine-protein kinase 2 (Homo sapiens), O43353; CCF4 ratio; inhibition, % at 4.98 µM; 360,000 tested, 0.38% active; AID 624267, 2012; in the data active = inhibition above about 21%;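 note: 0% = vehicle only and 100% = reference blocker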
# Starred values were filed as active, the others as inactive; . = no result given.
SMILES,NCOA3 inh,TROY NFkB inh,NCOA2 inhibitor,TWEAK Fn14 block,SRC1 inh,TRAIL sens C8,COUP-TFII inh,EBV LMP1 NFkB,TLR9-MyD88 inh,LRH-1 inv ag,NOD2 RIPK2 PPI
CC(C)(C)c1nnc2sc(SCC(=O)c3ccccc3)nn2c1=O,8.4,-6.1,18.8,-51.8,2.0,9.3,7.0,3.7,-3.1,-1.0,4.3
CCN(CC)S(=O)(=O)c1ccc(C(=O)NNC(=O)C2COc3ccccc3O2)cc1 (stereo not drawn),1.1,-2.0,0.2,-6.3,-1.7,8.8,20.4,9.4,-5.7,-1.6,-3.2
COc1ccc(Cl)cc1NC(=O)CN(C)C(=O)CCc1nc2ccccc2c(=O)[nH]1,-19.3,-4.8,-8.1,-6.4,-4.4,-18.6,-0.3,-5.9,-8.9,-8.3,-15.7
CC1CCN(c2ccc(C(=O)NCCc3ccccc3)cn2)CC1,-43.6,-30.1,-10.4,-52.5,-49.8,10.0,-46.4,-29.0,4.9,-63.6,-11.3
Cc1ccc(C)c(NCc2ccccc2CO)c1,8.4,5.6,-1.2,9.5,12.3,-0.9,-11.4,6.2,-8.6,-1.6,1.6
CCOc1cc(/C=C2/N=C(c3ccc(C(C)(C)C)cc3)OC2=O)cc(Cl)c1OS(C)(=O)=O,8.9,0.5,-7.9,-6.2,-4.6,-1.0,18.0,-3.9,3.4,5.4,1.4
CCOC(=O)C1(Cc2cccc(F)c2)CCN(Cc2ccc(COC)o2)CC1,20.3,11.1,2.8,-6.9,10.3,4.6,25.8,14.9,-9.4,-5.8,-2.4
Cc1ccc(S(=O)(=O)N2CC3C(=O)C[C@@H](c4ccccc4)N(S(=O)(=O)c4cccc(Cl)c4)C3CC2c2ccccc2)cc1 (stereo partly drawn),.,.,15.6,.,.,-7.0,3.9,.,.,12.6,-6.8
COc1ccc(C(C)=O)cc1CC(=O)Nc1ccc2c(c1)CCC2,0.5,-3.4,-7.1,8.7,-1.1,-13.9,6.0,-4.0,-1.3,-21.2,-6.8
CN(C)S(=O)(=O)c1ccc(N2CCCC2)c(C(=O)NCc2ccccc2)c1,10.3,.,6.8,63.4*,7.3,-4.8,-4.8,0.3,0.4,21.5,-3.1
Clc1ccccc1Cn1nnc2c(NCCN3CCOCC3)ncnc21,2.9,0.5,0.1,-3.7,7.7,-2.4,10.7,0.7,11.0,18.6,-7.8
COC(=O)c1ccc(C(=O)O)nc1,7.8,-20.9,5.0,13.4,11.2,-0.8,4.7,-11.3,5.3,3.5,-13.9
Cc1ccc(S(=O)(=O)N2CCOCC2)cc1NC(=O)CSc1nnc2cc(C)c3ccccc3n12,22.5,30.4,-23.9,6.5,11.2,1.8,4.8,2.8,-2.2,-9.0,7.3
Cc1cccc(C(=O)NCC(=O)OCC(=O)NC2CCCCCCC2)c1,-54.9,-8.4,-5.3,7.1,4.4,0.8,-20.4,-0.2,-8.1,-9.5,6.5
O=C(COC(=O)c1cccs1)c1ccccc1,-52.8,-33.8,-35.0,-1.0,-59.6,-2.7,-12.8,6.4,5.5,-72.7,-3.1
O=C(CCNC(=O)c1ccccc1)Nc1cccnc1,7.0,-2.5,-4.6,6.9,5.5,1.7,-14.4,-0.6,15.8,9.6,3.4
COc1cccc(C(O)c2nc(-c3cnn(C)c3)cs2)c1 (stereo not drawn),-0.2,-1.9,-3.9,-5.3,3.5,-0.3,2.5,.,.,20.2,0.3
CCN(CC)c1ccc2cc(C=O)c(=O)oc2c1,8.9,-5.9,11.8,-26.8,-3.6,-15.1,3.8,-6.4,-1.9,-2.5,3.5
COc1ccc(-n2nnnc2SCC(=O)NNC(=O)c2ccc([N+](=O)[O-])cc2)cc1,5.8,0.2,14.0,-1.4,-21.0,-2.9,3.0,-0.8,11.4,-3.4,3.5
Cc1cc(NC(=O)CSc2nnc(-c3ccc(Cl)s3)o2)no1,-15.5,-21.7,-27.6,-9.8,-11.9,2.0,7.4,-11.1,8.6,-16.0,1.4
CC(C)CNC(=O)c1ccccc1NC(=O)c1ccccc1N(C)S(=O)(=O)c1ccccc1,8.9,-5.3,1.2,7.2,-24.4,13.3,7.7,-2.9,-13.6,7.2,0.0
COc1cccc(NC(=O)c2ccc3nc(C)sc3c2)c1,-51.7,-47.0,-55.8,-14.6,-49.4,0.6,-15.7,-2.6,7.9,-126.7,1.8
CCOC(=O)N1CCC(NC(=O)CSCc2nc(-c3sccc3C)oc2C)CC1,13.2,21.5,.,-14.6,11.2,14.2,.,-6.0,1.6,18.9,0.6

# These rows are one share of the data; the hit share may differ from the screen's.
